Compound activity as filed in PubChem.
Y pestis TopoI: blocks Yersinia pestis topoisomerase I activity; Y. pestis Topo-I cleavage product accumulation, plate reader; activity, % at 10 µM; actives 0.064% (n = 360,000); in the data active = activity above about 50%, passing the limit was not always enough; note: inactives centre near 2
Anthrax LF prot: anthrax lethal factor protease inhibition | P15917 | inhibition, % at 10 µM | multiplex microsphere protease cleavage assay, LF | actives 0.12% (n = 360,000); note: plate controls were buffer without enzyme for full effect and enzyme alone for no effect
SARS 3CLpro inh: SARS-CoV 3CLpro protease inhibition; P0C6X7; recombinant SARS-CoV 3CLpro, quenched FRET peptide cleavage; inhibition, % at 6 µM; actives 0.14% (n = 290,000); AID 1706; in the data active = inhibition above about 12%
BoNT-A LC inh2: BoNT A light chain protease inhibition. multiplex microsphere protease substrate cleavage, flow cytometry. inhibition, % at 10 µM. actives 0.17% (n = 360,000). AID 588499; note: plate controls were buffer without enzyme for full effect and enzyme alone for no effect
TcdB GH inh: TcdB glycohydrolase inhibition; P18177; TcdB glycohydrolase enzymatic assay, plate reader; inhibition, % at 9.99 µM; actives 0.24% (n = 350,000); AID 652162; in the data active = inhibition above about 10%
DUSP3 inh: DUSP3 (human) phosphatase inhibition. P51452. recombinant VHR phosphatase, pNPP absorbance. inhibition, % at 13.3 µM. actives 0.52% (n = 290,000). AID 1654; in the data active = inhibition above about 50%; note: some compounds called inactive have numbers as strong as hits
PriA SSB inh: blocks PriA binding to SSB C-terminal tail; AlphaScreen SSBct-PriA binding, biotinylated peptide; inhibition, % at 33 µM; actives 0.6% (n = 430,000); AID 1272365; in the data active = inhibition mostly above about 37%, no sharp cut-off; inactive = mostly below about 20%;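 note: plate controls were negative control peptide for no effect and reference peptide for full effect; strong numbers were not always called active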
CCHFV vOTU inh: blocks the CCHF virus ovarian tumor domain protease. CCHFV vOTU protease, Pep-AMC fluorescence. inhibition, % at 11.5 µM. actives 0.55% (n = 370,000). AID 651958; in the data active = inhibition above about 30%; note: 0% = vehicle wells with enzyme and 100% = no enzyme wells
Vc quorum ag: quorum light induction in luxS cqsA deficient V. cholerae; V. cholerae BH1578 lux reporter, luminescence, 6 h; activation, % at 18.7 µM; actives 0.16% (n = 350,000); in the data active = activation mostly above about 9.7%, no sharp cut-off; note: not every result past the cut was called active; inactives centre near 0; reference of the scale not given here
PfHsp40 rescue: rescue of PfHsp40-mediated yeast toxicity | S. cerevisiae expressing PfHsp40, growth rescue, ATP luminescence | growth rescue, % at 12.5 µM | actives 0.68% (n = 340,000); in the data active = growth rescue above about 28%, passing the limit was not always enough;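 note: yeast W303a lacking pdr1 and pdr3 grown in galactose medium; growth measured after three days at 30 °C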
* marks the source's active call; other numbers are inactive results; i = inactive; . = not tested or not shown. Cut-off read from the data, not from the text of the source, unless noted: active = inhibition above about 30%; inconclusive = no clear call, values can overlap the other calls; inactive = below that. This is a subset (hit frequency here may not be typical).

SMILES	Y pestis TopoI	Anthrax LF prot	SARS 3CLpro inh	BoNT-A LC inh2	TcdB GH inh	DUSP3 inh	PriA SSB inh	CCHFV vOTU inh	Vc quorum ag	PfHsp40 rescue
O=C(Nc1ccccc1)c1ccc(-c2ccc(Br)cc2)o1	-9.7	-13.7	2.5	-2.6	.	16.1	-10.0	4.9	-0.3	1.4
CN1CCN(C2CC(=O)N(CCc3ccccc3)C2=O)CC1 (stereo unspecified)	-2.0	-6.6	2.9	0.0	2.2	-2.5	3.1	-1.6	-0.1	-0.3
C=CCN(C(=O)c1oc2c(Cl)cc(C)cc2c1C)C1CCS(=O)(=O)C1 (stereo unspecified)	32.5	-0.9	-0.7	1.0	0.3	12.3	-6.5	16.4	i	1.4
COc1ccc(OC)c(CN2CCN(C(=O)CN3C(=O)NC4(CCCC4)C3=O)CC2)c1	3.7	-5.3	.	1.8	1.1	.	4.0	19.0	-1.4	-1.4
O=C(COC(=O)CCc1nc2ccccc2s1)Nc1ccc(Cl)cn1	11.2	0.7	0.0	5.5	-1.1	17.6	-5.5	10.2	-6.2	0.6
Cc1cc(C)c(NC(=O)CSc2nc3ccncc3[nH]2)c(C)c1	-0.1	-2.5	4.2	2.5	0.1	-3.6	10.2	-12.1	i	-1.4
Cc1cccc(C)c1OCc1cc(C(=O)N2CCC(c3ccncc3)CC2)no1	19.9	-1.2	-3.4	-1.2	-0.6	23.9	-5.6	17.0	0.5	-0.7
Cc1ccc2sc(N(CCCN(C)C)C(=O)c3ccc(S(=O)(=O)N(C)Cc4ccccc4)cc3)nc2c1C	-5.1	-2.1	.	-1.8	4.0	.	37.7	-2.9	i	0.1
COc1ccc(N2CCN(CC(=O)Nc3ccccc3SC)CC2)cc1	9.5	-6.4	-1.4	-0.2	-4.8	16.6	-3.6	-2.0	i	0.0
CCCOc1ccc(C2NC(=O)CCC2[N+](=O)[O-])cc1 (stereo unspecified)	-6.4	-6.0	3.0	-3.4	1.0	27.2	-23.5	3.0	-0.4	-1.1
CC(C)[C@@H]1O[C@H](CCc2ccccc2)CC2=C1C(=O)OC(C)(C)O2	.	-0.3	.	0.2	1.3	.	.	10.4	.	.
COc1cc(CO)ccc1OCC(=O)Nc1ccc(Br)cc1	-13.8	-12.5	4.8	1.2	-1.2	21.2	-9.9	-5.3	-0.2	0.2
CCCOP(=O)(c1ccc(N(C)C)cc1)C(O)c1c(Cl)cccc1Cl (stereo unspecified)	4.2	7.3	-0.5	3.1	0.4	-8.2	17.0	7.9	-0.9	-0.6
O=C(O)CCc1ccc(-c2ccc(Cl)cc2)n1NC(=O)c1ccc(O)cc1	-3.0	-9.0	1.4	-0.9	0.3	-15.1	-5.2	-11.9	0.9	-0.3
CC1CC(C)CN(c2cc(=O)n(Cc3ccc(F)cc3)c(=O)[nH]2)C1 (stereo unspecified)	2.6	-0.2	-2.7	-0.4	-5.5	32.1	1.6	4.6	-1.1	-0.6
O=C(N/N=C/c1ccc(OC(=O)c2ccccc2)cc1)c1cccc(O)c1	3.7	2.1	-1.8	-0.6	-0.3	18.4	.	3.6	1.2	-1.0
COc1ccccc1N1CCN(C(CNS(=O)(=O)c2ccccc2)c2ccccc2)CC1 (stereo unspecified)	24.5	-1.3	4.6	-0.5	2.1	7.1	-8.8	15.3	3.1	-1.2
Cc1ccc(NC(=O)COc2ccc3c(c2)CCC3)nc1	2.5	-5.0	.	-4.5	-0.9	.	-15.5	3.5	-1.8	1.6
O=C1CCC(C(=O)OCC(=O)N2N=C3/C(=C\c4ccccc4)CCCC3C2c2ccccc2)N1 (stereo unspecified)	38.8	-0.1	.	-0.6	-2.1	.	10.4	-7.6	i	1.1
Cc1cc(C)c2c(ccc3cccc[n+]32)c1	-9.2	4.5	.	-6.4	0.0	.	1.2	-6.9	-0.5	.

Looked up above:
Under TcdB GH inh, Cc1cccc(C)c1OCc1cc(C(=O)N2CCC(c3ccncc3)CC2)no1 is listed with -0.6
Under CCHFV vOTU inh, COc1ccc(N2CCN(CC(=O)Nc3ccccc3SC)CC2)cc1 is listed with -2.0
Under TcdB GH inh, Cc1cc(C)c2c(ccc3cccc[n+]32)c1 is listed with 0.0

In a second layout: entries from further up.
Results follow in this order: Y pestis TopoI | Anthrax LF prot | SARS 3CLpro inh | BoNT-A LC inh2 | TcdB GH inh | DUSP3 inh | PriA SSB inh | CCHFV vOTU inh | Vc quorum ag | PfHsp40 rescue
Cc1cccc(C)c1OCc1cc(C(=O)N2CCC(c3ccncc3)CC2)no1
  19.9 | -1.2 | -3.4 | -1.2 | -0.6 | 23.9 | -5.6 | 17.0 | 0.5 | -0.7
Cc1ccc2sc(N(CCCN(C)C)C(=O)c3ccc(S(=O)(=O)N(C)Cc4ccccc4)cc3)nc2c1C
  -5.1 | -2.1 | . | -1.8 | 4.0 | . | 37.7 | -2.9 | i | 0.1

Back to the main list, repeating the 7 entries before the break.
SMILES	Y pestis TopoI	Anthrax LF prot	SARS 3CLpro inh	BoNT-A LC inh2	TcdB GH inh	DUSP3 inh	PriA SSB inh	CCHFV vOTU inh	Vc quorum ag	PfHsp40 rescue
O=C(O)CCc1ccc(-c2ccc(Cl)cc2)n1NC(=O)c1ccc(O)cc1	-3.0	-9.0	1.4	-0.9	0.3	-15.1	-5.2	-11.9	0.9	-0.3
CC1CC(C)CN(c2cc(=O)n(Cc3ccc(F)cc3)c(=O)[nH]2)C1 (stereo unspecified)	2.6	-0.2	-2.7	-0.4	-5.5	32.1	1.6	4.6	-1.1	-0.6
O=C(N/N=C/c1ccc(OC(=O)c2ccccc2)cc1)c1cccc(O)c1	3.7	2.1	-1.8	-0.6	-0.3	18.4	.	3.6	1.2	-1.0
COc1ccccc1N1CCN(C(CNS(=O)(=O)c2ccccc2)c2ccccc2)CC1 (stereo unspecified)	24.5	-1.3	4.6	-0.5	2.1	7.1	-8.8	15.3	3.1	-1.2
Cc1ccc(NC(=O)COc2ccc3c(c2)CCC3)nc1	2.5	-5.0	.	-4.5	-0.9	.	-15.5	3.5	-1.8	1.6
O=C1CCC(C(=O)OCC(=O)N2N=C3/C(=C\c4ccccc4)CCCC3C2c2ccccc2)N1 (stereo unspecified)	38.8	-0.1	.	-0.6	-2.1	.	10.4	-7.6	i	1.1
Cc1cc(C)c2c(ccc3cccc[n+]32)c1	-9.2	4.5	.	-6.4	0.0	.	1.2	-6.9	-0.5	.
CNC(=O)CN1C(=O)NC2(CCc3ccccc32)C1=O (stereo unspecified)	-2.0	-1.1	-1.8	0.1	.	10.5	5.5	-1.2	1.6	1.1
COc1ccc(C(c2nnnn2C2CCCC2)N2CCN(C(=O)c3ccco3)CC2)cc1OC (stereo unspecified)	-2.5	-1.1	0.0	-0.7	3.4	-9.4	-4.7	-15.8	-1.2	0.0
Cc1ccc2nc(SCC(=O)Nc3ccc(C(N)=O)cc3)[nH]c2c1	-7.9	-6.8	1.1	-1.0	0.6	9.4	-0.2	7.1	-1.0	0.2
COc1ccc(-c2noc(C3CCCN(C(=O)c4ccc(C)cc4)C3)n2)cc1 (stereo unspecified)	44.0	6.5	-1.1	-0.2	1.4	-3.1	-9.4	0.6	-0.5	0.3
CC(=O)OC1(c2ccccc2)CCN(C)CC1(C)C (stereo unspecified)	-0.4	-3.4	-5.7	-0.6	0.7	11.0	-11.6	-11.3	-0.9	-1.0
COc1ccc(C2Nc3ccccc3C(=O)N2c2ccc(C)cc2)cc1Cn1cc([N+](=O)[O-])cn1 (stereo unspecified)	10.1	-5.1	0.8	-1.5	1.9	2.5	8.2	-14.4	-0.6	0.6
Cc1cc(C)n(CCC(=O)N/N=C/c2c(O)ccc3ccccc23)n1	-3.8	-1.9	1.6	2.3	-3.0	-12.6	.	28.8	-0.3	-0.2
O=C(C1CCC1)N1CCc2cc(S(=O)(=O)Nc3ccc4c(c3)OCCO4)ccc21	20.9	3.2	-2.3	2.0	3.3	5.4	-0.4	5.3	-0.4	-0.8
Cc1ccc2[nH]c(O)c(N=NC(=O)c3ccc(NS(=O)(=O)c4cccs4)cc3)c2c1	-4.1	0.4	2.4	-2.5	0.4	7.4	-9.4	9.5	i	0.4
CCOC(=O)c1c(NC(=S)Nc2ccccc2)sc2c1CCCCC2	-0.5	2.3	2.4	1.5	.	21.4	8.3	.	i	0.5
COCCCNC(=O)C[C@H]1C[C@H](C(=O)N(C(C)C)C(C)C)[C@@]2(C)c3[nH]c4ccc(Cl)cc4c3CCN2C1=O	22.5	-3.8	.	-0.6	1.4	.	-1.2	10.2	i	-1.6
CN(C)CCCOC(=O)c1ccccc1Cl	6.0	1.2	0.9	0.0	.	5.7	-14.2	-5.8	i	-0.9
O=C(CSCc1ccccc1)N1CCN(c2ccc(F)cc2)CC1	2.8	1.3	4.8	-0.5	.	8.5	-8.9	-3.8	i	2.8
CN(Cc1ccccc1)C(=O)CN1C(=O)NC(C)(c2ccc(C(C)(C)C)cc2)C1=O (stereo unspecified)	17.4	-2.8	8.2	0.4	1.0	29.3	9.4	8.1	-4.5	0.2
C[C@H](NC(=O)C1CCN(S(=O)(=O)c2ccccc2)CC1)C(=O)NCc1cccnc1	0.3	-6.1	.	0.4	-0.9	.	.	25.1	-0.6	.
Cn1c(=O)oc2cc(S(=O)(=O)N3CCC(C(=O)NCC4COc5ccccc5O4)CC3)ccc21 (stereo unspecified)	5.6	-11.5	-10.6	-0.1	0.2	-12.0	3.3	-0.9	-0.2	0.5
CC(=O)c1ccc(NC(=O)c2cc(C)no2)cc1	-8.2	7.5	-3.4	4.5	-0.8	-2.4	0.2	-10.6	-0.5	-1.3
Cc1ccc(S(=O)(=O)N2CCC(C(=O)Nc3nnc(C4CCCC4)s3)CC2)cc1	6.8	-3.1	-1.1	-0.3	1.4	1.5	10.8	-2.6	-0.6	-0.8
CCOC(=O)N1CCN(C(=O)c2ccc(C)c(S(=O)(=O)N3CCCCC3)c2)CC1	12.7	-0.9	-5.8	1.9	0.3	27.2	-4.2	-3.3	-0.8	-0.4
O=C(Nc1ccnc(-c2cccnc2)n1)c1cccs1	0.2	-2.4	1.8	-0.5	1.1	9.6	-9.4	-0.3	-0.6	0.1
O=C(Nc1nc(-c2ccc(F)cc2)cs1)C1CCN(C(=O)c2ccc(F)cc2)CC1	15.8	.	.	.	0.6	.	-4.0	5.1	-0.6	1.1
CC(=O)Nc1ccc(NC(=O)c2nc(S(=O)(=O)Cc3ccccc3)ncc2Cl)cc1	-9.2	.	-3.5	.	2.0	16.5	-13.1	-4.0	-0.3	-0.2
COC(=O)c1ccccc1NC(=O)CN1CCN(c2ccccn2)CC1	-6.6	1.3	1.4	0.1	-1.9	26.1	3.3	-0.9	-0.3	1.7
O=C(Nc1cc([N+](=O)[O-])ccc1Cl)c1ccc2c(c1)OCO2	-2.2	-2.5	1.9	-0.2	0.1	17.5	-4.5	-4.6	0.5	0.0
CC(=O)Nc1ccc(OCC(O)Cn2nc(C)c(Br)c2C)cc1 (stereo unspecified)	-1.9	7.5	4.1	0.1	.	4.4	-0.1	3.9	.	0.8
CC(C)C[C@@H]1CN=C(N)N1C[C@@H]1CCCN1C[C@H](C)N1C[C@@H](Cc2ccccc2)N(CCCC2CCCC2)C1=N	4.1	-9.4	.	-1.0	0.2	.	-0.7	4.0	i	0.4
